Source: PubChem BioAssay
S1P3 antag – antagonists of human S1P3 receptor | inhibition, % at 4.98 µM | 170,000 compounds, 0.27% hits | CHO S1P3 NFAT-BLA reporter, FRET fluorescence, antagonist mode;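 active = inhibition above the plate cutoff, the mean inhibition of test wells on that plate plus 3 SD, cut at about 28% in these data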;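 note: cells challenged with S1P at its EC80 of 0.8 µM; blue over green emission ratio from cleaved BLA substrate after 4 h stimulation; 0% = S1P-stimulated wells and 100% = unstimulated DMSO-only wells; some compounds past the cut are filed as inactive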
Hsp70 activator – switches on Hsp70 transcription | HeLa Hsp70 promoter luciferase reporter, luminescence; scaled: vehicle 0, proteasome-inhibitor control 100% | activation, % at 10 µM | 200,000 compounds, 0.04% hits | AID 1203;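 active = activation above the mean across all tested compounds plus 3 SD, cutoff set per campaign, cut at about 5.5% in these data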;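 note: 100% = MG132 at 30 µM as the positive control and 0% = DMSO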
RAM network inh – inhibitors of the yeast RAM network | inhibition, % at 50 µM | S. cerevisiae dse1pr::URA3 reporter, 5-FOA growth OD615, 2 d; analog-sensitive cbk1-as2 kinase mutant strain | AID 868 | 190,000 compounds, 1.8% hits;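 active = inhibition above a set limit, 3 SD over mean compound inhibition, cut at about 8.4% in these data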;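 note: 0% = DMSO-only wells with no growth and 100% = 10 µM 1-NA-PP1 full growth; inhibition rescues growth on 5-FOA so higher OD means more RAM inhibition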
G6PDH CS – L. mesenteroides G6PDH inhibition counter-screen | inhibition, % at 5 µM | 200,000 compounds, 0.12% hits | Purified L. mesenteroides G6PDH, diaphorase/resazurin coupled fluorescence, 45 min
Lmaj promast – Leishmania major promastigote growth inhibition. inhibition, % at 10 µM. Leishmania major promastigotes, resazurin fluorescence viability. 200,000 compounds, 9% hits;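 note: promastigotes grown with compound for 44 hours at 28 °C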
Redox H2O2 prof – compounds producing H2O2 with reducing agent – biochemical, NIH compound library profiling, artefact control for MLSCN library redox annotation, primary screen. 200,000 compounds, 0.03% hits. DTT-dependent redox cycling H2O2, phenol red/HRP absorbance; 100% = 100 µM peroxide control, 0% = buffer. activation, % at 10 µM. AID 878;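 active = activation of at least 50% relative to the plate's high and low controls in the primary single-dose screen; inactive = activation below 50%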;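 note: compound incubated with DTT at 0.8 mM final as the reducing agent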
Diaph inh CS – counter-screen for diaphorase-based assays: diaphorase inhibitors and chemical oxidizers; diaphorase resazurin-to-resorufin fluorescence, NADH, 16 min; bacterial (C. kluyveri) enzyme, not human; inhibition, % at 20 µM; 190,000 compounds, 0.69% hits; AID 1217;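 active = primary screen inhibition at 20 µM above a set limit, cut at about 50% in these data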;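 note: plate controls were DMSO with full reaction for no effect and wells lacking NADH for full effect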
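Benchmarks: positive control wells lacking NADH, neutral wells with DMSO only. System: bacterial diaphorase enzyme (C. kluyveri). Input: 0.14 U/mL diaphorase, enzyme working solution. Detection: resorufin fluorescence, excitation 544 nm, emission 590 nm. Times: 16-min room-temperature incubation before reading.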
PMI activator – increases human mannose-6-phosphate isomerase activity; P34949; purified human PMI, coupled resazurin fluorescence, 20 min; active compounds read high; 1 = vehicle control, 0 substrate-free wells; 190,000 compounds, 0.005% hits; AID 1214; activation factor at 20 µM;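 active = activation factor of 2 or more at 20 µM, relative to plate controls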
PMI act hi M6P – activators of human phosphomannose isomerase at near-saturating mannose 6-phosphate; activation factor at 20 µM; P34949; 190,000 compounds, 0.34% hits; coupled PMI enzyme assay, resazurin fluorescence, 20 min; active compounds read high; 1 = untreated enzyme, 0 = substrate-free blank;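 active = activation factor of 2 or more at 20 µM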
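Test system: human phosphomannose isomerase with PGI, G6PDH, diaphorase coupling enzymes / Doses: 20 µM compound, 1% DMSO / Times: enzyme reaction with compound 20 min at room temperature / Measured by: Diaphorase-driven resazurin-to-resorufin fluorescence, excitation 544, emission 590 nm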
TLR4 MyD88 comp – TLR4-MyD88 interaction inhibition in cells | O00206+Q99836 | HeLa CL3-4 TLR4/MyD88 BLA complementation, FRET ratio | inhibition, % at 8.4 µM | 200,000 compounds, 0.18% hits | AID 861; in the data active = inhibition above about 25%;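 note: 0% = vehicle and 100% = reference inhibitor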
Target sequence (O00206 whole entry, looked up): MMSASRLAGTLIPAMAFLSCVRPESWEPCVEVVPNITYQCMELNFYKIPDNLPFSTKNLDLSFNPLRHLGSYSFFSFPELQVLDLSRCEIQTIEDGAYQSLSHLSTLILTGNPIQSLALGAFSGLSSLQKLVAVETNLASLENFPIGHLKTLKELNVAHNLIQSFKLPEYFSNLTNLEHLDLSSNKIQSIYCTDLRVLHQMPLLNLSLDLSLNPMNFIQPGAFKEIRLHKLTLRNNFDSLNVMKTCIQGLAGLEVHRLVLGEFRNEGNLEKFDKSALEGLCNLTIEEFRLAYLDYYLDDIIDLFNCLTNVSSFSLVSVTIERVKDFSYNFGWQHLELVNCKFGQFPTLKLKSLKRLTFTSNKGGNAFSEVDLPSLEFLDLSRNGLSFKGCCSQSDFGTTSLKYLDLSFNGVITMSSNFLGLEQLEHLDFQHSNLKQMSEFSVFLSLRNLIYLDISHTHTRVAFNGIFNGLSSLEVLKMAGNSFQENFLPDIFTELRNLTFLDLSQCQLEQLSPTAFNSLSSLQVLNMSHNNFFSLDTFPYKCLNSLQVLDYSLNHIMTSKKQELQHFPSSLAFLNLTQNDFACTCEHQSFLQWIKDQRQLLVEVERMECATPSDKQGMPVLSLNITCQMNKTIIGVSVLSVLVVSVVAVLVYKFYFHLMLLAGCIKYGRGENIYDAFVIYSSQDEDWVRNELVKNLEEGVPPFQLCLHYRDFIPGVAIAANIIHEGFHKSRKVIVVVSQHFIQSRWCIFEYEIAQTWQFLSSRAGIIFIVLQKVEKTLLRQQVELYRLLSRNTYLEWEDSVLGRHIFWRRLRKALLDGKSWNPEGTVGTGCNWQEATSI
Target sequence (Q99836 whole entry, looked up): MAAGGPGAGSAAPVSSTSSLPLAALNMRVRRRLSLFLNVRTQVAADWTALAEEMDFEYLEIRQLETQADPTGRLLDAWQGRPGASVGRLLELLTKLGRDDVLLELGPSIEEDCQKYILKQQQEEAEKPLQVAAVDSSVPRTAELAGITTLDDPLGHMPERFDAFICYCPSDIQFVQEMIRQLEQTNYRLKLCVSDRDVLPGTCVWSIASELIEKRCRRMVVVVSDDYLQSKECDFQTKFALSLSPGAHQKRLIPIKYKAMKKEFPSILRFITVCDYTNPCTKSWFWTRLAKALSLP
Diaph act CS – diaphorase activation or chemical reduction counter-screen; AID 1229; Diaphorase/resazurin coupled assay, resorufin fluorescence, 16 min; active compounds read high; 1 = vehicle wells, 0 = NADH-free wells; 190,000 compounds, 0.005% hits; activation factor at 20 µM;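 active = diaphorase activity raised at least twofold by the compound at 20 µM; inactive = activation factor below 2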
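Test system: Clostridium kluyveri diaphorase, purified enzyme; input: enzyme 0.07 U/mL final; buffer or medium: 50 mM HEPES pH 7.4 with 4.542 mM MgCl2, 0.005% Tween 20; also added: 0.114 mM NADH and 0.1 mM resazurin, final amounts; schedule: 16 min enzyme reaction, ambient temperature; technique: fluorescence of resorufin, 544 nm excitation, 590 nm emission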
* = called active by the depositor; nt = not tested or not shown. Cut-off read from the data, not from the text of the source, unless noted: active = inhibition above about 50%; inactive = the rest.

SMILES | S1P3 antag | Hsp70 activator | RAM network inh | G6PDH CS | Lmaj promast | Redox H2O2 prof | Diaph inh CS | PMI activator | PMI act hi M6P | TLR4 MyD88 comp | Diaph act CS
CCCCNC(=O)CSc1nnc(Cc2ccccc2)n1CC | nt | -0.2 | -0.6 | 1 | 2 | 0.5 | 1 | 1 | 1.1 | -11 | 1
CC(C)NC(=S)NCc1cccnc1 | 4 | -0.3 | 1.9 | -9 | -3 | 0.5 | 11 | 1 | 1.1 | 2 | 0.9
CC1(C)C(=O)C2(CCCC2)C(=O)OC1c1ccco1 (stereo unspecified) | -2 | -0.1 | 1.1 | 10 | -2 | 1.3 | 7 | 0.9 | 0.9 | -6 | 0.9
CCCn1cnc2c(c1=O)c1nc3ccccc3nc1n2Cc1ccccc1OC | -17 | -0.3 | 2.0 | -33 | -4 | -2.3 | 23 | 0.9 | 0.8 | 6 | 0.8
CCOC(=O)N1CCC(NC(=O)CCc2cn(C)c3ccccc23)CC1 | -22 | -0.1 | -0.7 | 7 | -4 | -0.3 | 7 | 1 | 1.1 | -1 | 0.9
CCC(NC(=O)COc1ccc([N+](=O)[O-])cc1)c1ccccc1 (stereo unspecified) | 1 | -0.2 | -0.7 | 2 | 10 | -0.7 | 20 | 1 | 1 | 11 | 0.8
COc1ccc(-c2noc(-c3ccc(C)cc3)n2)cc1 | nt | -0.1 | 7.7 | -4 | -2 | 0.5 | 7 | 0.9 | 1 | -3 | 0.9
O=C(O)c1ccccc1OCCOc1ccccc1C(=O)O | 25 | -0.3 | 0.2 | -7 | -8 | 4.2 | 11 | 1 | 1 | 2 | 0.9
Cn1c(=O)c2c(nc(N3CCNCC3)n2Cc2cccc3ccccc23)n(C)c1=O | 1 | -0.1 | 0.8 | 6 | 2 | 0.0 | 2 | 1 | 1.1 | 1 | 1
O=C(c1ccc(N2C(=O)CCC2=O)cc1)N1CCN(c2ccccc2)CC1 | 36 | -0.2 | -0.5 | 5 | -9 | -1.5 | 14 | 1 | 1 | -6 | 0.9
O=C(C1CCN(S(=O)(=O)c2ccc(Cl)cc2)CC1)N1CCOCC1 | nt | -0.1 | 1.1 | 9 | -9 | 0.0 | -14 | 1.2 | 1.2 | 0 | 1.1
O=C(O)CCN1Cc2ccccc2C1=O | -17 | 0.1 | 1.4 | 11 | -4 | -0.4 | 18 | 1 | 1 | -10 | 0.8
COc1ccc(NC(=O)CCN2CCN(S(=O)(=O)c3cc(Cl)ccc3OC)CC2)cc1 | -32 | -0.4 | 1.3 | -19 | 82* | 0.0 | 18 | 1 | 1 | -2 | 0.8
COC(=O)Cc1cc(OC)c(OC)cc1S(=O)(=O)N(C)C | -6 | -0.3 | 3.5 | 7 | -2 | -1.0 | -3 | 1.2 | 1.1 | -8 | 1
CCOc1ccc(S(=O)(=O)NCc2ccc(Cl)cc2)c2cccnc12 | 2 | -0.1 | -0.3 | 6 | 99* | -0.1 | 16 | 1 | 1 | -12 | 0.8
CN1CCCCc2c1nc1ccccc1c2N (tested in a mixture with another compound) | -9 | 0.1 | 1.4 | 5 | 92* | 1.5 | 20 | 1 | 0.8 | -1 | 0.8
CCOc1cc(CN2CCN(c3cccc(C(F)(F)F)c3)CC2)ccc1OC | nt | 0.0 | 0.9 | 2 | 47 | 0.2 | 14 | 0.9 | 1 | 5 | 0.9
CCCCC(=O)Nc1ccccc1N1CCN(c2ccccc2)CC1 | 1 | -0.1 | 1.4 | 3 | 17 | -0.1 | 10 | 1.1 | 1.1 | 0 | 0.9
Cc1nn(C)cc1/C=N/O | nt | -0.3 | 0.5 | -4 | -1 | -0.1 | 20 | 0.9 | 0.9 | 13 | 0.8
Cc1nn(C)cc1/C=N/NC(=O)c1ccc2c(c1)OCO2 | nt | -0.2 | 0.8 | 0 | -2 | -4.4 | 6 | 1 | 0.9 | 3 | 0.9
NC(=O)c1ncc(C(F)(F)F)cc1Oc1ccc(C(F)(F)F)cc1 | nt | 0.0 | 2.0 | 1 | 7 | 0.2 | -8 | 1 | 1 | -8 | 1.1
COc1ccc(NC(=S)Nc2ccc(S(N)(=O)=O)cc2)c(OC)c1 | -3 | -0.4 | 0.0 | 3 | 14 | -0.3 | 17 | 0.9 | 0.8 | 3 | 0.8
Cc1ccc(C(=O)NC2CCN(CC(=O)NCc3cccs3)CC2)cc1 | -17 | 0.0 | 0.2 | 8 | -17 | -2.1 | -16 | 1.2 | 1 | 6 | 1.2
CCCNC(=O)c1nc2ncc(Br)cn2n1 | 2 | -0.5 | 0.7 | -4 | -1 | -2.1 | 12 | 1 | 1 | -3 | 0.9
O=C(COC(=O)CC12CC3CC(CC(C3)C1)C2)Nc1cccnc1Cl | -15 | -0.2 | -1.1 | 2 | 7 | -1.1 | 13 | 0.9 | 0.9 | -2 | 0.9
Clc1ccc(C2=C3CCCCn4c(-c5ccccc5)c[n+](c43)C2)cc1 | nt | -0.1 | 0.8 | 21 | 100* | 2.7 | 4 | 1.2 | 1.2 | 8 | 1
CCOP(=O)(OCC)c1nc(-c2cccc([N+](=O)[O-])c2)oc1N1CCCCC1 | -12 | -0.3 | 0.4 | 8 | 17 | -0.4 | 7 | 1 | 1 | 8 | 0.9
Cc1cc(NC(=O)c2c(Cl)cccc2Cl)no1 | -21 | 0.0 | 0.4 | 1 | 11 | -0.1 | -11 | 1.1 | 1.1 | 8 | 1.1
Nc1nc2n(n1)C(c1cccc(Br)c1)CC(c1ccc(F)cc1)N2 (stereo unspecified) | -39 | -0.1 | -0.7 | 9 | 93* | -0.4 | 8 | 0.9 | 1 | -21 | 0.9
C=C(C)CNC(=S)N/N=C/c1ccc([N+](=O)[O-])cc1 | 13 | 0.1 | 1.8 | -4 | -6 | -2.8 | 7 | 0.9 | 0.9 | -4 | 0.9
CCOC(=O)N(C)OC(=O)Nc1ccc(Cl)c(Cl)c1 | -5 | 0.2 | 1.4 | 5 | -5 | -0.1 | 1 | 1 | 1 | -2 | 1
COc1cccc(CNc2ccc([N+](=O)[O-])cc2Cl)c1O | -10 | -0.3 | 0.9 | 13 | 9 | -0.5 | 16 | 0.9 | 0.8 | 2 | 0.8
Cc1ccc(-c2nc3ccccc3c(=O)n2CCN2CCOCC2)cc1 | -3 | -0.3 | 0.7 | -13 | 15 | 0.4 | 27 | 0.9 | 0.9 | 0 | 0.7
Cc1cc(=O)[nH]c(N/N=C/c2c(O)n(-c3ccccc3)c(=O)c3ccccc23)n1 | 10 | -0.2 | 2.2 | 24 | 31 | -0.3 | 50 | 1 | 1.4 | 11 | 0.5
CCCNCc1cc(OC)c(OCCC)cc1Cl | nt | -0.5 | 2.5 | 11 | 27 | -2.8 | -19 | 1.2 | 1.3 | 5 | 1.2
Cc1cc(C)c(OCCCCn2cnc3ccccc3c2=O)c(C)c1 | nt | 0.0 | 5.5 | 4 | -5 | 0.6 | 12 | 0.9 | 0.9 | 9 | 0.9
Cc1ccc(S(=O)(=O)Nc2cc(C(C(=O)OC(C)C)C(=O)C(F)(F)F)c(O)c3ccccc23)c(C)c1 (stereo unspecified) | 6 | -0.3 | 4.1 | -10 | 92* | -0.2 | 32 | 0.8 | 0.6 | 6 | 0.7
O=C(COC(=O)c1ccccc1Nc1ccccc1)NCc1ccccc1 | -32 | -0.1 | 2.6 | -20 | -3 | 0.6 | 6 | 0.9 | 0.9 | 3 | 0.9
CCOC(=O)c1c(-c2ccc(C)cc2)csc1NC1=NS(=O)(=O)c2ccccc21 | -6 | -0.4 | 6.3 | 2 | 8 | -0.2 | 15 | 0.9 | 0.8 | -5 | 0.9
O=C(NC1CCCC1)c1cccc(Cl)c1 | 7 | -0.1 | 0.5 | -2 | 1 | -0.1 | 8 | 1.1 | 1 | -1 | 0.9
COc1ccccc1CN(Cc1nc2ccccc2c(=O)[nH]1)C(=O)Nc1cccc(C)c1 | nt | -0.6 | 3.7 | 2 | 86* | 0.1 | -6 | 1.2 | 1.2 | 5 | 1.1
O=C(NCc1ccc(Cl)cc1)c1ccccc1CCc1ccccc1 | -6 | -0.1 | 5.3 | -7 | 1 | 1.3 | 8 | 1 | 1 | 0 | 0.9
O=C(O)CC1CCS(=O)(=O)C1 (stereo unspecified) | 5 | 0.1 | 0.0 | 6 | -1 | -0.5 | 7 | 1 | 1 | -10 | 0.9
COc1ccc(C(=O)NCCc2ccc(F)cc2)cc1OC | -8 | -0.2 | 2.1 | 8 | -3 | -0.7 | 8 | 0.9 | 0.9 | 2 | 0.9
Cc1noc(C)c1C(=O)N1CC(C)OC(C)C1 (stereo unspecified) | nt | -0.3 | 4.0 | -1 | -5 | 0.1 | 15 | 1 | 1 | -2 | 0.9
CNC(=O)NC(=O)C(C)OC(=O)CCCc1nc2ccccc2s1 (stereo unspecified) | -30 | 0.2 | -0.4 | 2 | 7 | -1.7 | 5 | 1 | 1 | 0 | 0.9
COc1ccccc1S(=O)(=O)Cc1ccc(C(=O)NCC2CCCO2)o1 (stereo unspecified) | -5 | 0.0 | 2.6 | -6 | 2 | 0.9 | -2 | 1.1 | 1.1 | -7 | 1
CN(C)S(=O)(=O)c1ccc2c(c1)nc(CCC(=O)Nc1ccc3c(c1)OCO3)n2C | -1 | -0.4 | 2.3 | 2 | -1 | 1.3 | 6 | 1 | 0.8 | -4 | 0.9
CO/N=C/c1ccc(N2CCN(C(=O)c3ccc(F)cc3)CC2)c([N+](=O)[O-])c1 | nt | -0.1 | 1.7 | -7 | 1 | -7.6 | 2 | 1 | 1 | -19 | 1
CCOc1ccc(C(=O)c2cc([N+](=O)[O-])ccc2N2CCOCC2)cc1 | 33* | 0.2 | -0.1 | 9 | 0 | -0.5 | 8 | 1 | 1 | 3 | 0.9

Quoted at random: 2 entries already listed, in no set order.
SMILES | S1P3 antag | Hsp70 activator | RAM network inh | G6PDH CS | Lmaj promast | Redox H2O2 prof | Diaph inh CS | PMI activator | PMI act hi M6P | TLR4 MyD88 comp | Diaph act CS
CCOc1ccc(C(=O)c2cc([N+](=O)[O-])ccc2N2CCOCC2)cc1 | 33* | 0.2 | -0.1 | 9 | 0 | -0.5 | 8 | 1 | 1 | 3 | 0.9
Cc1noc(C)c1C(=O)N1CC(C)OC(C)C1 (stereo unspecified) | nt | -0.3 | 4.0 | -1 | -5 | 0.1 | 15 | 1 | 1 | -2 | 0.9

Compounds were not picked by outcome (roughly 12% active in at least one column).
